# Source: PubChem
# HCV inhibitor – inhibitors of hepatitis C virus infection; Huh7.5.1 HCVcc-Cre infection, luciferase reporter, 44 h; Potency, µM (series often up to 41.8 µM), for inactives: at the highest dose activity change, negative = inhibition, usual class: inhibitors; 340,000 compounds, 3.4% hits; further: potency means the concentration at half of the fitted maximal effect
#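 Luciferase read-out (15 sec integration) after a 15 min room-temperature substrate step quantifies HCVcc-Cre infection. Cells, 1,000 per well, had compound added 4 h post-plating, then virus at ~0.5 moi, and were cultured 44 h.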
# LmPK inhibitor – inhibitors of Leishmania mexicana pyruvate kinase | purified LmPK, Kinase-Glo ATP luminescence, 1 h | Q27686 | 290,000 compounds, 0.37% hits | Potency, µM (doses to about 57.5 µM), without a hit: at the highest dose activity change, negative = inhibition, usual class: inhibitors; further: potency means the concentration at half of the fitted maximal effect
# Target sequence (Q27686 whole entry, looked up): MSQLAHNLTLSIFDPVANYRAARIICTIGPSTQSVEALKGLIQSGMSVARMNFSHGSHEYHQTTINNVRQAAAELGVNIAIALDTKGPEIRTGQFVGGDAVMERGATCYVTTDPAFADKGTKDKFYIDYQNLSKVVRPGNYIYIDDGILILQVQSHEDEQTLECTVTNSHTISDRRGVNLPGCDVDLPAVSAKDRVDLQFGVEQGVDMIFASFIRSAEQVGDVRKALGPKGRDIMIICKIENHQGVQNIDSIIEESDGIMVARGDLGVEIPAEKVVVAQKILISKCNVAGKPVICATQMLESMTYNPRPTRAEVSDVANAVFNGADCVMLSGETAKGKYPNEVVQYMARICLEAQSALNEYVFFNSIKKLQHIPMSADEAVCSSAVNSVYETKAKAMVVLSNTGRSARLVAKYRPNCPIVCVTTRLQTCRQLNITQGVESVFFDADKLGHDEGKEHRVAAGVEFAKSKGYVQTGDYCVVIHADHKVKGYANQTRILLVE
#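 ATP generated from ADP (0.1 mM) and PEP (0.5 mM) by 0.1 nM LmPK over 1 h at room temperature (pH 7.2 imidazole buffer) was detected by coupled luciferase luminescence. Values were normalized to uninhibited and no-enzyme wells.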
# AmpC detergent – inhibitors of E. coli AmpC beta-lactamase with detergent | P00811 | AmpC hydrolysis of nitrocefin, absorbance 480 nm, 0.01% Triton | Potency, µM (titrated, usually from 114 µM), for the others: at the highest dose activity change, negative = inhibition, most hits filed as inhibitors | 370,000 compounds, 0.041% hits | AID 485294;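 further: potency means the concentration at half of the fitted maximal effect; 0% = no-compound wells and -100% = no-enzyme wells; nearly all actives have a fitted effect of over 25% in size; some results filed as inactive show a strong effect at the top dose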
# Target sequence (P00811 whole entry, looked up): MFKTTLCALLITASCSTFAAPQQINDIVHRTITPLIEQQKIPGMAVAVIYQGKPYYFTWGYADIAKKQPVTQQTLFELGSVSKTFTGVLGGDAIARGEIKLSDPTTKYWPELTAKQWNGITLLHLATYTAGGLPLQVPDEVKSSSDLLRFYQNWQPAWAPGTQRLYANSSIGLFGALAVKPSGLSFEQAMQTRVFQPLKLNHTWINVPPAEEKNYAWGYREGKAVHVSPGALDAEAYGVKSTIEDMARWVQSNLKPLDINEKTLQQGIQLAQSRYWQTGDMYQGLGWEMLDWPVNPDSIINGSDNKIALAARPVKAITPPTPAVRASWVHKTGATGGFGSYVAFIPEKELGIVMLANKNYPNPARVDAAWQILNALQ
#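 20 mM phosphate pH 7.0 + 0.01% (detergent screen) or 0.0001% Triton X-100; 5.3 nM AmpC reagent; cpd preinc 15 min RT; nitrocefin (800 uM stock) to start; A480 q20 s × 4 min; Activity was normalised to no-enzyme and no-compound control wells.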
# AMA1 RON2 block – AMA1-RON2 (P. falciparum) interaction inhibition; AlphaScreen AMA1-biotinylated RON2 peptide binding; Potency, µM (highest dose often 58.2 µM), for inactives: at the top dose activity change, negative = inhibition, usual class: inhibitors; 360,000 compounds, 0.2% hits; AID 720542;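 further: potency means the concentration at half of the fitted maximal effect; 0% = vehicle wells and -100% = peptide control; nearly all actives have a fitted effect of over 45% in size; some results filed as inactive show a strong effect at the top dose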
#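 AMA1 (3D7) with his tag at 25 nM final met compounds first, then biotinylated RON2 peptide at 25 nM; detection used donor plus acceptor beads, 10 µg/mL apiece, read by AlphaScreen after 30 min at room temperature.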
# AmpC inh no detg – inhibitors of E. coli AmpC beta-lactamase without detergent; P00811; AmpC nitrocefin hydrolysis, absorbance 480 nm, 0.0001% Triton; 330,000 compounds, 0.52% hits; Potency, µM (top dose mostly 57.1 µM), without a hit: at the highest dose activity change, negative = inhibition, most hits filed as inhibitors; AID 485341;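 further: potency means the concentration at half of the fitted maximal effect; plate controls were no compound for no effect and no enzyme for full effect; nearly all actives have a fitted effect of over 20% in size; some results filed as inactive show a strong effect at the top dose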
#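 20 mM phosphate pH 7.0 + 0.01% (detergent screen) or 0.0001% Triton X-100; 5.3 nM AmpC reagent; cpd preinc 15 min RT; nitrocefin (800 uM stock) to start; A480 q20 s × 4 min; Activity was normalised to no-enzyme and no-compound control wells.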
# TbPYK inhibitor – inhibitors of Trypanosoma brucei pyruvate kinase | Q57TT1 | TbPYK enzyme, Kinase-Glo Plus ATP luminescence, 45 min | Potency, µM (top dose mostly 76.8 µM), for inactives: at the top dose activity, negative = inhibition, hits mostly inhibitors | 410,000 compounds, 0.12% hits | AID 624173; further: potency means the concentration at half of the fitted maximal effect; nearly all actives have a fitted effect of over 50% in size
#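 Luminescent Kinase-Glo Plus end-point after 45 min room-temperature reaction of T. brucei pyruvate kinase started with 130 uM ADP (final). Buffer TEA 50 mM pH 7.2 with KCl, MgCl2, BSA, Tween-20; titration-based qHTS with fitted concentration-effect curves.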
# HCMV antiviral – blocks human cytomegalovirus replication; HFF cells, HCMV-luciferase reporter, 72 h; active compounds read low; activity change, negative = inhibition, % at 57.5 µM; 410,000 compounds, 4.5% hits; AID 1259415; in the data active means activity change below about -60%; inconclusive means no clear call, values can overlap the other calls; inactive means above about -39%
#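 After 16 h attachment at 37C, HFF cells received test compound and HCMV-luciferase (1 PFU/cell); reporter luminescence read 72 h later, data normalized against buffer-only and known inhibitor Salinomycin.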
# The depositor's hits bear a star; u = inconclusive; x = not tested or not shown; & = joins results of further samples; [ ] = remark or other dose. Unless noted, the call rests on the fitted dose curve; in most records, active means well fitted curve in the direction sought with a large enough effect; inconclusive means small, poorly fitted or top-dose-only effect, or another doubt; inactive means no such curve, though single readings can be large; an effect the other way counts as inactive or inconclusive. Unless noted, on the % scale 0 is the no-effect control and ±100 the full control effect.
No. | Molecule | HCV inhibitor | LmPK inhibitor | AmpC detergent | AMA1 RON2 block
1 | CCOc1cc(CN2CCCC(C(=O)c3cccc(C(F)(F)F)c3)C2)ccc1O (stereo not drawn) | -27% | 1% | -3% | -3%
2 | COc1ccccc1NC(=O)CC12CC3CC(CC(Br)(C3)C1)C2 | -2% | -3% | -3% | -11%
3 | O=C(NCCc1nc2ccccc2n1Cc1ccc(Cl)cc1)c1ccccc1 | x | x | -9% | x
4 | COc1ccc(/C=N\NS(=O)(=O)c2ccc(Cl)cc2)cc1COc1ccccc1[N+](=O)[O-] | -18% | 1% | -16% | -8%
5 | COc1ccc(OC)c(NC(=O)NC2(C(F)(F)F)Oc3ccccc3O2)c1 | -15% | 5% | -4% | -1%
6 | Cn1c(NCc2ccccc2)cc(=O)n(C)c1=O | 20% | 0% | -13% | -11%
7 | COc1ccccc1NC(=O)COc1cccc(-n2cnnn2)c1 | -22% | -3% | u | 12%
8 | COC(C(=O)NNS(=O)(=O)c1ccc([N+](=O)[O-])cc1)c1ccccc1 (stereo not drawn) | 9% | -5% | 0% | 6%

No. | AmpC inh no detg | TbPYK inhibitor | HCMV antiviral
1 | 42% | 6% | -22
2 | -9% | 0% | -32
3 | x | 0% | -27
4 | -39% | -1% | -12
5 | 9% | 0% | 29
6 | -20% | -2% | 17
7 | -17% | 6% | u
8 | -5% | -12% | 52

# Continued.
No. | Molecule | HCV inhibitor | LmPK inhibitor | AmpC detergent | AMA1 RON2 block
9 | CCN(C(=O)COC(=O)c1cnc(C)cn1)C1CCS(=O)(=O)C1 (stereo not drawn) | 12% | x | -8% | -10%
10 | Cc1cc(C)c2c(CC(=O)Nc3ccc(Cl)cn3)coc2c1 | u | -2% | -10% | 2%
11 | COc1c(Cl)cc(Cl)cc1C(=O)Nc1ccc(NC(C)=O)cc1 | -13% | 2% | u | -17%
12 | COc1ccc(/C=C(/NC(=O)c2ccco2)C(=O)NCCc2ccccc2)cc1 | -16% | -13% | -1% | 8%
13 | Cc1cccc(COC(=O)Nc2ccc(NC(=O)c3ccccc3Cl)cc2)c1 | u | 1% | 6% | 9%
14 | COc1ccc(-c2nc3ccccc3n3c(-c4cccc(C)c4)c4c(=O)n(C)c(=O)n(C)c4c23)cc1 | x | x | 25% | x
15 | C=CCSc1nnc(COc2ccc(=O)n(-c3ccccc3)n2)n1CC | 18% | -2% | u | 6%
16 | COc1ccc(CC(=O)NC(C)c2ccc(Cl)c(Cl)c2)cc1S(=O)(=O)N1CCOCC1 (stereo not drawn) | u | x | x | -6%[11.6 µM]

No. | AmpC inh no detg | TbPYK inhibitor | HCMV antiviral
9 | -9% | -4% | -28
10 | -38% | -18% | -9
11 | 144%[activator] | 8% | x
12 | -4% | -8% | 13
13 | -28% | -4% | -21
14 | x | 2% | 0
15 | -16% | -2% | -93*
16 | x | -5% | -7

# 2 records drawn at random from those above:
No. | Molecule | HCV inhibitor | LmPK inhibitor | AmpC detergent | AMA1 RON2 block
15 | C=CCSc1nnc(COc2ccc(=O)n(-c3ccccc3)n2)n1CC | 18% | -2% | u | 6%
9 | CCN(C(=O)COC(=O)c1cnc(C)cn1)C1CCS(=O)(=O)C1 (stereo not drawn) | 12% | x | -8% | -10%

No. | AmpC inh no detg | TbPYK inhibitor | HCMV antiviral
15 | -16% | -2% | -93*
9 | -9% | -4% | -28

# New compounds follow:
No. | Molecule | HCV inhibitor | LmPK inhibitor | AmpC detergent | AMA1 RON2 block
17 | Cc1ccccc1-c1nc(-c2ccccn2)no1 | 5% | 2.5µM* | 2% | 19%
18 | COc1ccc(NS(=O)(=O)c2csc(C(N)=O)c2)cc1OC | -1% | 2% | 5% | -4%
19 | COc1ccc(N(CC(=O)N2CCN(c3ccc(Cl)cc3)CC2)S(=O)(=O)c2c(C)n[nH]c2C)cc1 | u | 0% | 4% | 23%
20 | Cc1nnc(SCC2=C(C(=O)O)N3C(=O)C(NC(=O)C(C)n4nc(C(F)(F)F)cc4C)C3SC2)s1 (stereo not drawn) | 7% | -2% | -14% | 22%
21 | COc1cc(-c2cc3n(C)c(C)c(CCC(=O)NC4CCCCC4)c(=O)n3n2)cc(OC)c1OC | x | x | -6% | x
22 | CCCCn1c(N)c(N(CCOC)C(=O)c2c(CC)noc2C)c(=O)[nH]c1=O | 12% | x | u | 5%
23 | COCCN(C(=O)Cn1nnc2ccccc21)C(C(=O)NC1CCCC1)c1cc(OC)ccc1OC (stereo not drawn) | 7%&2% | -1% | -15% | 2%
24 | CCOc1ccccc1NC(=O)N1CCCC(c2nc3c(nnn3Cc3ccc(C)cc3)c(=O)[nH]2)C1 (stereo not drawn) | -6% | 4% | -9% | 13%

No. | AmpC inh no detg | TbPYK inhibitor | HCMV antiviral
17 | -17% | u | -8
18 | -3% | 1% | -37
19 | 176%[activator] | -5% | -73*
20 | 94%[activator] | -5% | -29
21 | x | 1% | 152
22 | -12% | -6% | 0
23 | 55% | -1% | -10
24 | -7% | 0% | -21

# Next section:
No. | Molecule | HCV inhibitor | LmPK inhibitor | AmpC detergent | AMA1 RON2 block
25 | COc1ccc(C(=O)C[n+]2ccc(N)c(C)c2C)cc1 | 2.2µM* | 7.9µM* | -3% | -6%
26 | CCOC(=O)C(NC(=O)c1ccccc1F)(Nc1cc(C)on1)C(F)(F)F (stereo not drawn) | 11% | -3% | u | 1%
27 | CCOC(=O)c1c(NC(=O)c2ccco2)sc2c1CCCCC2 | u | 11% | -9% | 0%
28 | O=C(O)CCCC(=O)Nc1ccc(N2CCCC2)cc1 | 8% | -9% | u | 14%

No. | AmpC inh no detg | TbPYK inhibitor | HCMV antiviral
25 | 25% | -11% | -93*
26 | -13% | u | -94*
27 | -25% | 4% | u
28 | -13% | -14% | -10

# Molecules shown so far with a Cl atom, in the order listed:
No. | Molecule | HCV inhibitor | LmPK inhibitor | AmpC detergent | AMA1 RON2 block
3 | O=C(NCCc1nc2ccccc2n1Cc1ccc(Cl)cc1)c1ccccc1 | x | x | -9% | x
4 | COc1ccc(/C=N\NS(=O)(=O)c2ccc(Cl)cc2)cc1COc1ccccc1[N+](=O)[O-] | -18% | 1% | -16% | -8%
10 | Cc1cc(C)c2c(CC(=O)Nc3ccc(Cl)cn3)coc2c1 | u | -2% | -10% | 2%
11 | COc1c(Cl)cc(Cl)cc1C(=O)Nc1ccc(NC(C)=O)cc1 | -13% | 2% | u | -17%
13 | Cc1cccc(COC(=O)Nc2ccc(NC(=O)c3ccccc3Cl)cc2)c1 | u | 1% | 6% | 9%
16 | COc1ccc(CC(=O)NC(C)c2ccc(Cl)c(Cl)c2)cc1S(=O)(=O)N1CCOCC1 (stereo not drawn) | u | x | x | -6%[11.6 µM]
19 | COc1ccc(N(CC(=O)N2CCN(c3ccc(Cl)cc3)CC2)S(=O)(=O)c2c(C)n[nH]c2C)cc1 | u | 0% | 4% | 23%

No. | AmpC inh no detg | TbPYK inhibitor | HCMV antiviral
3 | x | 0% | -27
4 | -39% | -1% | -12
10 | -38% | -18% | -9
11 | 144%[activator] | 8% | x
13 | -28% | -4% | -21
16 | x | -5% | -7
19 | 176%[activator] | -5% | -73*
